# Compound activity from PubChem.
# HTT ATP protect: Huntington cell model cytoprotection by ATP luminescence; PC12 HTT-Q103 induced, cytoprotection, ATP luminescence, 40 h; Potency, µM (highest dose often 56.4 µM), for inactives: cytoprotection (ATP increase), usual class: activators; 230,000 tested, 0.14% active;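 also: % of control where 0% means no effect; nearly all actives have a fitted effect of over 45% in size; toxic huntingtin expression switched on by the ecdysone agonist tebufenozide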
#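 ATP quantification (ATPlite) reports survival of PC12 cells in which tebufenozide, 100 nM final, switches on Htt exon 1 with 103 glutamines linked to GFP; compounds are titrated.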
# Tau fluor cs: counter-screen for tau fibril formation inhibitors; tau K18 P301L Alexa594 fluorescence, heparin fibrillization; 280,000 tested, 0.93% active; Potency, µM (doses to about 57.7 µM), for inactives: at the highest dose activity change, negative = decrease; also: % is scaled to controls: 0 for no effect and ±100 for the full control effect; nearly all actives have a fitted effect of over 55% in size
#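 Human tau K18 P301L (15 uM unlabeled, 0.24 uM Alexa 594-labeled) in 100 mM sodium acetate pH 7 with 20 uM heparin, 6 hr at 37 C. ThT 30 uM added, 1 hr ambient; Alexa 594 FP and total fluorescence read at 555/632 nm.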
# KDM4E inh: inhibitors of human JMJD2E histone demethylase; Potency, µM (top dose mostly 57.1 µM), for the others: top-dose activity change, negative = inhibition, most hits filed as inhibitors; JMJD2E catalytic domain, FDH-coupled NADH fluorescence (FDH is formaldehyde dehydrogenase); 230,000 tested, 1.6% active; active = well fitted inhibition curve with a large enough effect, not every such curve was filed as active; inconclusive = small, poorly fitted or top-dose-only effect, or another doubt; inactive = no such curve, though single readings can be large or run the other way;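 also: 0% = wells with enzyme and -100% = buffer wells without enzyme; nearly all actives have a fitted effect of over 50% in size; many of its hits are not listed in these tables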
# Target sequence (B2RXH2 1-337 limits assumed): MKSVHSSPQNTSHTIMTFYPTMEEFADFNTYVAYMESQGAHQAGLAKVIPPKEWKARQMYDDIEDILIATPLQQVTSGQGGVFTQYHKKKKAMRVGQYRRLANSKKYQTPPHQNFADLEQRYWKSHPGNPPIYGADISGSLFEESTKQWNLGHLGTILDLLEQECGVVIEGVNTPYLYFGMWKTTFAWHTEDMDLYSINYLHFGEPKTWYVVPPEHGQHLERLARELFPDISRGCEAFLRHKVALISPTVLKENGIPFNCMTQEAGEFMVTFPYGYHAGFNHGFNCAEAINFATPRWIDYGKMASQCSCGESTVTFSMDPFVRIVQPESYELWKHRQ
# Tau fibril FP: inhibitors of human tau fibril formation. P10636. 280,000 tested, 0.39% active. Potency, µM (doses to about 57.7 µM), without a hit: at the top dose activity, negative = inhibition, hits mostly inhibitors. K18 P301L tau heparin fibrillization, Alexa594 FP, 6 h. AID 1468; also: % is scaled to controls: 0 for no effect and ±100 for the full control effect; nearly all actives have a fitted effect of over 55% in size
# Target sequence (P10636 561-689 P618L limits assumed): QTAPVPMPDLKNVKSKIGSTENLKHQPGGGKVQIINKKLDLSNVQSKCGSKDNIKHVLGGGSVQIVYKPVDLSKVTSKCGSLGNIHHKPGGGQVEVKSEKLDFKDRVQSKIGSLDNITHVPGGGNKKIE
#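 Quantitative HTS format: compounds meet 15 uM recombinant K18 P301L tau and Alexa 594-tau tracer in 100 mM sodium acetate pH 7; 20 uM heparin triggers fibrillization at 37 C over 6 hr; FP gives the signal.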
# SMN2 splice up: SMN2 splice variant enhancement | Potency, µM (top dose mostly 46.1 µM), without a hit: at the highest dose activity change, positive = activation, most hits filed as activators | 210,000 tested, 2.8% active | HEK293 SMN2-luciferase splicing reporter, luminescence, 30-36 h; also: % of control where 0% means no effect; nearly all actives have a fitted effect of over 55% in size
#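 HEK293 cells carry an SMN2 […]–luciferase reporter in which exon 7 inclusion puts luciferase in frame. Cells were plated 10-12 h before compound addition, then incubated 30-36 h at 37C. ONE-Glo luminescence was read; sodium butyrate at 4.5 mM final served as control.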
# Tau ThT inhib: inhibitors of human tau fibril formation, thioflavin T binding; P10636; recombinant tau K18 P301L, heparin-induced fibrillization, ThT fluorescence; Potency, µM (titrated, usually from 57.4 µM), without a hit: top-dose activity, negative = inhibition, hits mostly inhibitors; 270,000 tested, 2.1% active; also: % is scaled to controls: 0 for no effect and ±100 for the full control effect; nearly all actives have a fitted effect of over 55% in size
#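 ThT emission at 510 nm, taken 1 hr after adding 30 uM dye, quantifies aggregates formed when 20 uM heparin acts on human tau K18 P301L for 6 hr at 37 C.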
# HTT aggregate: inhibitors of mutant huntingtin aggregate formation in PC12 cells; PC12 HttQ103-GFP aggregates, Acumen cytometry, 40 h; Potency, µM (doses to about 46.1 µM), inactives show at the top dose activity change, negative = inhibition, hits mostly inhibitors; 220,000 tested, 1.1% active; also: % is scaled to controls: 0 for no effect and ±100 for the full control effect; nearly all actives have a fitted effect of over 60% in size
#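 PC12/HTTQ103-GFP, ecdysone-inducible; teb 100 nM; cpd qHTS titration; GFP aggregates read on laser cytometer, Ex 488/Em 500-530 nm.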
# ALDH1A1 block: blocks purified human ALDH1A1 activity. P00352. Purified ALDH1A1, NADH fluorescence, propionaldehyde substrate. Potency, µM (doses to about 75.3 µM), without a hit: at the top dose activity, negative = inhibition, usual class: inhibitors. 220,000 tested, 7.3% active. AID 1030; active = well fitted inhibition curve with a large enough effect, not every such curve was filed as active; inconclusive = small, poorly fitted or top-dose-only effect, or another doubt; inactive = no such curve, though single readings can be large or run the other way;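 also: plate controls were no enzyme wells and a reference inhibitor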
# Target sequence (P00352 whole entry, looked up): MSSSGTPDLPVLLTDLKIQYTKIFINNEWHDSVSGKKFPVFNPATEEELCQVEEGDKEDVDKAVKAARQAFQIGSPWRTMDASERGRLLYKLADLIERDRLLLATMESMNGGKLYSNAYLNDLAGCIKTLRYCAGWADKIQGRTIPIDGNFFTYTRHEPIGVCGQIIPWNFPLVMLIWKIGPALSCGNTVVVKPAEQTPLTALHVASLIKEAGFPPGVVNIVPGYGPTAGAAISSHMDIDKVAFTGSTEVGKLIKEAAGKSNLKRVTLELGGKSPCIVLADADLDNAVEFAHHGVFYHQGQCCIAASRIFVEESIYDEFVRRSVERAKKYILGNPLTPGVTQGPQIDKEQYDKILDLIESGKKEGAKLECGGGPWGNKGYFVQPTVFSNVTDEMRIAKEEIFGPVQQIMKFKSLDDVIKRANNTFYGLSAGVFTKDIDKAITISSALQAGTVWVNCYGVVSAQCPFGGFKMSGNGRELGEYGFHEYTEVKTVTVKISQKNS
# * marks the source's active call; other numbers are inactive results; u = inconclusive; x = no result given; & = joins results of further samples; [ ] = remark or other dose. Unless noted, calls follow the shape of the dose curve; as a rule, active = well fitted curve in the direction sought with a large enough effect; inconclusive = small, poorly fitted or top-dose-only effect, or another doubt; inactive = no such curve, though single readings can be large; an effect the other way counts as inactive or inconclusive. Potency is read from the fitted curve at half-maximal effect. A portion of the library; rates above refer to the full screens.
# The opening 3 entries, ahead of the listing:
SMILES,HTT ATP protect,Tau fluor cs,KDM4E inh,Tau fibril FP,SMN2 splice up,Tau ThT inhib,HTT aggregate,ALDH1A1 block
CCOCCCNC(=O)C(NC(=O)c1ccc(NC(C)=O)cc1)c1ccc(Cl)cc1 (stereo not given),-7%[10 µM],1%,5%,0%,1%,3%,15%,-4%
Cc1[nH][nH]c(=O)c1C(c1ccc(-c2ccc(Cl)cc2Cl)o1)c1c(C)[nH][nH]c1=O,-16%,-28%,8%,u,2%,11µM*,0%[9.22 µM],u
O=C(NCc1ccccn1)c1cn(-c2ccccc2)nc1-c1ccc(Cl)cc1,-4%[10 µM],u,-11%,-10%,12%,-14%,0%,u

# Results (from the top)
SMILES,HTT ATP protect,Tau fluor cs,KDM4E inh,Tau fibril FP,SMN2 splice up,Tau ThT inhib,HTT aggregate,ALDH1A1 block
CCOCCCNC(=O)C(NC(=O)c1ccc(NC(C)=O)cc1)c1ccc(Cl)cc1 (stereo not given),-7%[10 µM],1%,5%,0%,1%,3%,15%,-4%
Cc1[nH][nH]c(=O)c1C(c1ccc(-c2ccc(Cl)cc2Cl)o1)c1c(C)[nH][nH]c1=O,-16%,-28%,8%,u,2%,11µM*,0%[9.22 µM],u
O=C(NCc1ccccn1)c1cn(-c2ccccc2)nc1-c1ccc(Cl)cc1,-4%[10 µM],u,-11%,-10%,12%,-14%,0%,u
CCCN1C(=O)/C(=C/c2c(NCCCOCC)nc3c(C)cccn3c2=O)SC1=S,-1%,-8%,-3%,u,-3%,-9%,13%,-2%
S=C(c1ccc(-c2ccc(Cl)cc2Cl)o1)N1CCCC1,-25%[10 µM],-12%,-26%,-4%,x,u,1%[9.22 µM],4µM*
Cc1ccccc1-c1nc(C#N)c(NCc2ccco2)o1,x,u,u,10%,5%,-13%,5%,u
Cc1cc(NC(=O)CN(C)S(=O)(=O)c2cccc(Cl)c2)no1,-20%[10 µM],4%,-2%,4%,-1%,10%,u,u
CC(=O)N1[C@H](Cc2ccccc2)C=C[C@]1(C)C(=O)NCCc1c[nH]c2ccccc12,x,-19%,-8%,3%,5%,-12%,4%,u
CCOc1ccc(C2Nc3ccc4ccccc4c3-c3c2c(=O)oc2ccccc32)cc1 (stereo not given),-43%[inhibitor],u,u,u,-1%,1%,-2%,u
CCOc1ccc(C(=O)Nc2c(C)nc(Nc3ccccc3)nc2Nc2ccccc2)cc1OCC,x,u,x,-9%,-11%,u,x,x
COc1ccccc1NC(=O)Cc1c(F)cccc1Cl,1%[10 µM],-8%,5%,-4%,-1%,0%,-1%,7%
O=C(NCCCn1ccnc1)C1c2ccccc2Oc2ccccc21,-14%[0.074 µM],-1%,11%,4%,x,-1%,2%,10%
CC(C)(C)OC(=O)[C@H](Cc1ccccc1)NC(=O)c1nc[nH]c1C(=O)NC1CCN(C(=O)OC(C)(C)C)CC1,5%[10 µM],u,-2%,-15%,x,-13%,1%[9.22 µM],0%
CCC(C)NC(=O)c1ccc2c(c1)N(Cc1ccccc1)C(=O)CS2 (stereo not given),-22%,-7%,-4%,-2%,-16%,-3%,0%,-16%
O=C(Nc1ccccc1N1CCOCC1)c1cnccn1,-3%,0%,5%,12%,0%,-12%,-12%,13%
COC(/C=C/Nc1ccc(Br)cc1)=C(C#N)C#N,-4%,-3%,-4%,-2%,-2%,4%,0%,7%
CS(=O)(=O)c1ccc(Cl)c(NC(=O)Cc2c(F)cccc2Cl)c1,15%[10 µM],-4%,-6%,-5%,-3%,-2%,-1%,1%
O=C(c1cccc(C(F)(F)F)c1)N1CCc2c([nH]c3ccccc23)C1C(F)(F)F (stereo not given),25%[10 µM],-29%,11%,-4%,x,-12%,-3%[9.22 µM],1%
COc1ccc(C(=O)Oc2ccc3c(C)cc(=O)oc3c2C(C)=O)cc1,16%[10 µM],-6%,-7%,5%,-4%,u,-22%,15%
Cc1cc(C(=O)COC(=O)CC2Sc3ccccc3NC2=O)c(C)n1-c1ccccc1 (stereo not given),16%[10 µM],-30%,2%,0%,-9%,u,-20%,u
CCN(CC)S(=O)(=O)c1cc(NC(=O)C(C)N2CCc3ccccc32)ccc1C (stereo not given),-25%,u,-7%,u,-60%[inhibitor],-16%,u,u
CCN(CC)CC(O)COc1ccc2c(c1)c(C(C)=O)c(C)n2-c1ccccc1 (stereo not given),-2%[10 µM],7%,4%,8%,-17%,0%,9%,7%
C=CCOC(=O)C1=C(C)OC(N)=C(C#N)C1c1ccc(F)cc1 (stereo not given),-25%,-18%,-4%,-12%,28%,-12%,22%,-7%
C=CCn1c(N)cc(=O)nc1SCC(=O)Nc1ccc2ccccc2c1,2%[10 µM],-13%,4%,-8%,-3%,-11%,-23%,0%
CCOc1ccc(-c2nnn(CC(=O)N3CCN(c4ccc(F)cc4)CC3)n2)cc1OCC,6%[10 µM],-2%,0%,-7%,-6%,-4%,-7%,13%
Cn1cccc1CC(=O)N/N=C/c1cccc2ccccc12,-6%[10 µM],-27%,-10%,-6%,8%,u,-4%,u
CCOC(=O)c1ccccc1NC(=O)Nc1ccc(OC)c(OC)c1,7%[1.9 µM],6%,0%,9%,-17%,7%,7%,-9%
COc1ccc(CCN(Cc2cccs2)S(=O)(=O)c2ccc(S(=O)(=O)N3CCCCCC3)cc2)cc1OC,-1%[10 µM],-10%,14%,4%,-22%,0%,-11%,u
O=C(Nc1ccc(F)c(F)c1)NC1CCCCC1,-15%,-4%,6%,2%,4.5µM*,1%,-10%,-1%
Cc1ccccc1NC(=S)NCCC(c1ccccc1)c1ccccc1,-80%[inhibitor],u,1%,-10%,-7%,-13%,u,-6%
C/C(=N\NC(=S)NCCc1ccccc1)c1ccc(C)cc1,-24%[10 µM],1%,8%,8%,-10%,-2%,-33%,-4%
CC(CCc1ccccc1)NC(=O)C1CCCN(c2nnc(-n3cccc3)s2)C1 (stereo not given),-3%,-8%,-5%,-3%,1%,-12%,-8%,-13%
COc1ccc(OC)c(-c2nnc(-c3ccc(C)o3)o2)c1,-23%[10 µM],-8%,u,6%,u,u,5%,u
Cc1ccc(SCC(=O)Nc2ccc3c(c2)OCCO3)cc1,12%[0.074 µM],-5%,3%,4%,u,-2%,-2%,-12%
Cc1noc(C)c1C1(O)CCCCCCCCCCC1,u,-1%,8%,7%,0%,-3%,19%,-3%
Cc1cccc(CCNS(=O)(=O)c2ccc(S(=O)(=O)NC3CCCC3)cc2)c1,9%,-23%,4%,-5%,-26%,-7%,-28%,-12%
O=C1c2ccccc2C(=O)N1CCc1nc2ccccc2c(=O)n1Cc1ccco1,-7%,-15%,-4%,0%,-3%,-5%,-7%,-15%
O=C(NCC(=O)N1CCCC1C(=O)O)OC1CCCCC1 (stereo not given),-18%[10 µM],-8%,-24%,-1%,12%,-9%,-1%,-9%
CC(C)=NOCc1ccc(-c2cn([C@@H]3COC[C@H]3O)nn2)cc1,x,-9%,-5%,-6%,11%,-8%,-13%,15%
O=C(NNC(=O)c1ccc([N+](=O)[O-])cc1)c1ccncc1,14%[10 µM],7%,-5%,3%,-6%,-11%,3%,13%
CC(C)CC(=O)OC1C(N2CCOCC2)c2c(ccc(/C=C/C(=O)N3CCOCC3)c2O)OC1(C)C (stereo not given),13%[10 µM],-6%,u,-3%,9%,-15%,0%,-10%
O=C(O)c1ccc(COc2ccccc2C=C2C(=O)c3ccccc3C2=O)cc1,-1%[10 µM],-13%,u,3%,6%,u,-11%,u
Cn1c(N)c(N=Nc2ccc(S(N)(=O)=O)cc2)c(=O)n(C)c1=O,15%&13%[10 µM],-7%,-1%,1%,-10%[9.22 µM],u,-17%[9.22 µM],10%[13.5 µM]
CCOc1ccccc1CNC(=O)c1c([N+](=O)[O-])c(C)nn1C,x,-3%,-1%,4%,3%,-8%,-22%,9%
O=[N+]([O-])c1ccc(O)c(N=Cc2sc3ccccc3c2O)c1,x,u,7.1µM*,2%,-77%[inhibitor],4.5µM*,7.9µM*,u
CN(C)c1ccc(SC#N)cc1,12%[10 µM],u,7%,u,x,10µM*,-2%[9.22 µM],13µM*
O=C(CSc1nc2ccccc2nc1SCC(=O)N1CCOCC1)N1CCOCC1,-8%,3%,3%,-6%,1%,3%,5%,3%
Cc1ccc2[nH]c(=O)c(C(c3nnnn3CC3CCCO3)N3CCc4ccccc4C3)cc2c1 (stereo not given),-8%,-24%,u,u,5%,32µM*,-10%,u
Cc1cccc(C)c1NC(=O)CSc1nnc(Cn2nnc(-c3ccccc3)n2)n1-c1ccccc1,-11%,-10%,3%,4%,-14%,-14%,1%,-9%
Cc1cc(C)cc(OC(C)C(=O)Nc2c(C(=O)c3ccccc3)oc3ccccc23)c1 (stereo not given),x,u,x,u,-3%,u,x,x
COc1ccc(CN2CCN(Cc3cc(=O)oc4cc(C)ccc34)CC2)c(OC)c1OC,x,-6%,x,5%,-51%[inhibitor],-11%,x,x
O=[N+]([O-])c1ccccc1S(=O)(=O)NCCC1=CCCCC1,-24%,-23%,4%,9%,7%,-6%,u,u
Cc1nc2cc(NC(=O)NC3CC3)ccc2n1C,15%[10 µM],-5%,-1%,-2%,x,8%,15%[9.22 µM],-10%
CN(C)CCN(C(=O)c1cccc(Cl)c1)c1nc2c(Cl)cccc2s1,27%[10 µM],-1%,-13%,-2%,5%,-2%,-22%,-1%
CCCCCC1=C(C(=O)OC)C(C(=O)OCC)N(S(=O)(=O)C(F)(F)F)c2ccccc21 (stereo not given),-11%,-13%,x,5%,x,-14%,x,u
CC(C)(C)Nc1oc(-c2ccccc2)nc1-c1cccc2ccccc12,-40%,-1%,-8%,7%,0%,-6%,x,u
COc1ccc(NC(=O)CN2CCC(NC(=O)C3CCCCC3)CC2)c([N+](=O)[O-])c1,27%[10 µM],11%,-5%,5%,-4%,5%,8%[9.22 µM],3%
O=C(O)c1ccc(N=Nc2c(O)[nH]c3cc(Cl)ccc23)cc1,35%[10 µM],-8%,-1%,6%,x,4µM*,-2%[9.22 µM],x
CC(C)CNC(C(=O)Nc1ccc([N+](=O)[O-])cc1Br)c1ccccc1 (stereo not given),5%[10 µM],7%,-3%,4%,-20%,6%,27%,3.5µM*
